DNMT1 block = DNMT1 (human) enzyme inhibition | P26358 | DNMT1 molecular beacon, Hinp1I cleavage, fluorescence | inhibition (reported as % activation of signal), % at 10 µM | 0.83% of 360,000 active | AID 588458; in the data active = inhibition above about 50%
STEP inh = inhibitors of human striatal-enriched phosphatase STEP | P54829 | recombinant STEP, OMFP fluorogenic substrate, fluorescence | inhibition, % at 20 µM | 0.25% of 360,000 active | AID 588621;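 active = inhibition at 20 µM, scaled per plate between control wells, above about 37%, limit read from the data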;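 note: 0% = DMSO with enzyme and substrate and 100% = substrate only without enzyme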
Target sequence (P54829 whole entry, looked up): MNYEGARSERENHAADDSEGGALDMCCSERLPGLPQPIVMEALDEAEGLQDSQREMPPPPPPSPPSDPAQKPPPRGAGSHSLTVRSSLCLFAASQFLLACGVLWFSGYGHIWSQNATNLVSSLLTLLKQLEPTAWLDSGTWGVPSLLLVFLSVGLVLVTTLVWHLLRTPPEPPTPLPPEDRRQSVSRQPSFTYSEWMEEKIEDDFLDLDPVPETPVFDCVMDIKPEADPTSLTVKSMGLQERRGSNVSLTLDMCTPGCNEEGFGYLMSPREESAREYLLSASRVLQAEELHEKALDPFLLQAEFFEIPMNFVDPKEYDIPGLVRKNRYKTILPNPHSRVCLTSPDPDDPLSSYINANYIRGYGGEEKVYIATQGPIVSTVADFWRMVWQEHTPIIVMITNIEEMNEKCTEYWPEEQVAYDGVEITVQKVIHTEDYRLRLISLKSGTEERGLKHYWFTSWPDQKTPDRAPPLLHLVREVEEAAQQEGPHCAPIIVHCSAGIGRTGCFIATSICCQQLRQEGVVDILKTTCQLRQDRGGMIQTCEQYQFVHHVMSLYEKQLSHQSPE
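System: isolated STEP enzyme; schedule: 20 min enzyme reaction at room temperature, protected from light; medium: Bis-Tris buffer pH 6.0, 2.5 mM DTT, 0.005% Tween 20; signal: fluorescence, 480/540 nm; dosing: single compound dose of 20 µM, 1% DMSO final; also added: OMFP substrate, 25 µM final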
SKN-1 block = C. elegans SKN-1 inhibition. C. elegans VP596 Pgst-4::GFP/RFP ratio, acrylamide-induced, 24 h. inhibition, % at 21.8 µM. 0.49% of 360,000 active. AID 624304;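 active = interference check ratio from 0.5 to 1.5 plus GFP to RFP signal ratio inhibition reaching or exceeding a fixed threshold, cut at about 30% in these data, passing the limit was not always enough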; note: some compounds called inactive have numbers as strong as hits
NRP1-CendR mod = modulators of CendR peptide binding to human neuropilin-1. O14786. inhibition, % at 25 µM. 0.85% of 360,000 active. FAM-RPARPAR peptide binding to NRP-1, fluorescence polarization. AID 602438;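 active = inhibition or corrected inhibition above about 18%, plus a signal ratio from 0.5 to 1.5, limit read from the data, passing the limit was not always enough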; note: strong numbers were not always called active
SUMO1 PPI mod = alters human SUMO1 binding to SIM partners | P63165 | inhibition, % at 20 µM | AID 602429 | 0.33% of 360,000 active | SUMO1 binding to a labelled peptide, TR-FRET, 1 h; in the data active = inhibition above about 37%
Target sequence (P63165 whole entry, looked up): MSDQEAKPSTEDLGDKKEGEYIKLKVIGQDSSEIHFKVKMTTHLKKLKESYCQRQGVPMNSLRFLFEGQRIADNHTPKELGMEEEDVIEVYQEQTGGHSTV
Scp-1 inhibitor = Scp-1 (human) phosphatase inhibition. Recombinant Scp1, phosphopeptide, malachite green phosphate absorbance. inhibition, % at 20 µM. 0.88% of 340,000 active;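 active = inhibition above about 50% at 20 µM, limit read from the data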;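 note: plate controls were DMSO wells with enzyme for no effect and wells lacking enzyme for full effect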
Target sequence (Q9GZU7 76-261 limits assumed): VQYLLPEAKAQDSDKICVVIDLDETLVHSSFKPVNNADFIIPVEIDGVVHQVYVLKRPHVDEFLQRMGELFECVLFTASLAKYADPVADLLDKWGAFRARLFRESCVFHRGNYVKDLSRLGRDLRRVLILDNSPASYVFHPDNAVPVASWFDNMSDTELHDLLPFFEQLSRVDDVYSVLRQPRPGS
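Assay system: SCP-1 catalytic fragment, aa 76-261 | Buffer or medium: Tris acetate buffer pH 5.5 with MgCl2 and Tween-20 | Compound: One concentration, 20 µM, with 1.0% DMSO | Also added: Phospho 17-mer peptide substrate | Signal: Absorbance at 630 nm | Incubation: 45 min enzyme reaction at room temperature | Measure: % inhibition of SCP-1 phosphate liberation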
NadD inh = blocks S. aureus nicotinate mononucleotide adenylyltransferase. purified NadD enzyme, colorimetric absorbance read-out. inhibition, % at 20 µM. 0.78% of 360,000 active. AID 602399; in the data active = inhibition above about 26%; note: some compounds past the cut are filed as inactive
LMPTP block = blocks human LMPTP phosphatase | P24666 | recombinant LMPTP-A, OMFP fluorogenic substrate, fluorescence intensity | inhibition, % at 20 µM | 0.22% of 360,000 active;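 active = compounds that cut the enzyme signal by at least half of the control window in the single-dose screen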;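 note: plate controls were DMSO wells with enzyme plus substrate for no effect and substrate without enzyme for full effect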
Target sequence (P24666 whole entry, looked up): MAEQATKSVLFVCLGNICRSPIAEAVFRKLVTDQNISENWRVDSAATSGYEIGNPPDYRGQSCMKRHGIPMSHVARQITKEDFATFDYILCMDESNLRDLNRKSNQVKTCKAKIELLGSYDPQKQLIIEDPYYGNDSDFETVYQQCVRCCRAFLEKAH
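Assay system: LMPTP-A, protein tyrosine phosphatase of low molecular weight / Medium: pH 6.0 Bis-Tris buffer with DTT and Triton X-100 / Schedule: 50 min enzyme reaction at room temperature, protected from light / Measured by: endpoint fluorescence intensity from OMFP dephosphorylation / Read-out basis: % inhibition relative to no-enzyme and uninhibited control wells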
Tb MetRS inh = blocks T. brucei methionyl-tRNA synthetase activity; inhibition, % at 11.9 µM; 0.4% of 360,000 active; purified T. brucei MetRS, ATP depletion, Kinase-Glo luminescence;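 active = inhibition above a per-plate cutoff of the control wells' mean inhibition plus 3 SD, cut at about 5.5% in these data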;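 note: 0% = DMSO wells median and 100% = median of wells with control inhibitor compound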
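technique = Kinase-Glo luminescence, ATP depletion format | system = purified MetRS (methionyl-tRNA synthetase) enzyme from Trypanosoma brucei | timing = 15 min preincubation, 2 h reaction, all 25 °C | evaluation = percent inhibition versus plate control medians | dosing = single dose, 11.9 µM final nominal, 0.9% final DMSO | also added = substrates ATP, L-methionine and bulk Escherichia coli tRNA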
Neddyl block = cullin neddylation inhibition; P61081+Q13564; TR-FRET cullin neddylation, biochemical; calls only at 25 µM; 0.58% of 360,000 active; in the data active = inhibition above about 36%
Active calls of the source: *; i = inactive; x = not tested or not shown; + = active, no number.

SMILES	DNMT1 block	STEP inh	SKN-1 block	NRP1-CendR mod	SUMO1 PPI mod	Scp-1 inhibitor	NadD inh	LMPTP block	Tb MetRS inh	Neddyl block
COC(=O)C1=CN(c2ccc(F)c(F)c2)C=C(C(=O)OC)C1c1ccc([N+](=O)[O-])cc1	-3.2	4.0	4.7	1.9	-6.8	-11.5	4.7	0.9	-0.2	i
COc1ccc(S(=O)(=O)N2CCCC(C(=O)NCc3ccc4c(c3)OCO4)C2)cc1 (stereo not drawn)	-0.9	-1.5	-15.1	-9.9	-0.5	-15.5	-10.6	-0.8	-0.3	i
COc1ccccc1-n1c(SCC(=O)NC2CCCC2)nc2cccnc21	3.6	8.4	13.9	9.1	4.6	-6.2	-2.7	-1.2	-0.2	i
CNC(=O)COC(=O)c1cc2c(C)nn(-c3ccc(F)cc3)c2s1	0.1	-1.6	1.1	-11.8	-2.0	-6.5	-6.5	0.5	-1.3	i
O=C1CN(C(=O)COC(=O)c2ccc([N+](=O)[O-])o2)c2ccccc2N1	3.5	5.0	4.2	-41.5	-25.8	13.6	-2.7	-1.8	0.1	i
CCC(C)[C@H](NC(=O)OC(C)(C)C)C(=O)N/N=C/C1=Cc2ccccc2OC1 (stereo partly drawn)	1.3	-0.8	22.8	-11.8	-8.2	-7.8	-1.9	-0.6	-0.1	x
Clc1ccccc1C1=Nn2c(nnc2-c2ccncc2)SC1	1.0	0.9	-12.5	-6.0	-1.4	-2.0	2.4	-0.8	0.2	i
CCCNC(=O)C1(C)CCCN(C/C=C/c2ccccc2)C1 (stereo not drawn)	1.6	1.7	-1.2	11.1	-5.3	x	-5.3	-0.5	-0.1	i
COc1ccc(S(=O)(=O)N2CCN(CCOc3ccccc3Cl)CC2)cc1OC	7.4	-0.8	7.8	13.6	-0.3	-1.1	-3.3	-1.0	-0.8	i
O=[N+]([O-])c1ccc(S(=O)(=O)N2CCN(c3ccnc4cc(Cl)ccc34)CC2)cc1	-1.6	2.1	-3.3	-4.9	15.5	0.4	20.0	5.4	-0.3	i
N/C(=N\OC(=O)Cc1ccccc1)c1ccc([N+](=O)[O-])cc1	-0.6	2.2	8.7	-4.4	-24.6	-4.6	-8.9	0.7	0.5	i
CCC(C(=O)OCC(=O)Nc1cc(C)ccc1OC)c1ccccc1 (stereo not drawn)	5.8	-0.1	-3.9	-0.5	-2.9	-8.7	-4.1	1.1	-1.2	i
COc1ccc(C(=O)NCC(=O)N2CCN(C(=O)c3ccco3)CC2)cc1	1.4	0.4	-0.1	10.2	3.4	-4.2	-5.2	0.1	-0.6	i
CCO[C@H]1OC(C(=O)N2CCCCCCC2)=C[C@@H](c2coc3ccccc3c2=O)[C@@H]1CCCO	0.0	-2.8	4.2	-4.7	5.2	-3.6	1.4	0.8	-0.1	i
COc1ccc(S(=O)(=O)N2CCOC2CNC(=O)C(=O)NCCc2ccccc2OC)cc1 (stereo not drawn)	-0.2	1.0	-4.6	-4.9	-1.0	-14.6	-8.8	-1.9	-0.2	i
COc1ccc(CN2CCCC(N3CCc4ccccc4C3)C2)c(O)c1 (stereo not drawn)	-0.8	6.1	-0.8	5.0	0.1	-3.7	2.6	8.7	-0.4	i
N#CC(CCc1ccc([N+](=O)[O-])cc1)(CCc1ccc([N+](=O)[O-])cc1)C(N)=O	-17.6	0.4	17.7	13.0	0.2	27.4	-6.1	0.8	0.5	i
Cc1cc(Cl)cc(Cl)c1OCCOCCN(C)C	-2.3	-5.4	10.9	8.2	-3.0	-8.2	-5.8	-1.8	3.9	i
Cc1cccc(-c2sc(Nc3ccccc3)n[n+]2-c2ccc(F)cc2)c1	1.2	-2.5	6.2	13.8	1.4	-0.2	-0.9	0.6	-0.3	i
O=C(Cc1n[nH]c(=O)c2ccccc12)Nc1cc(Cl)ccc1-n1cncn1	-0.5	-0.3	12.6	3.3	4.8	-2.8	-5.0	-0.8	-0.3	i

For convenience, 3 of the compounds above:
SMILES	DNMT1 block	STEP inh	SKN-1 block	NRP1-CendR mod	SUMO1 PPI mod	Scp-1 inhibitor	NadD inh	LMPTP block	Tb MetRS inh	Neddyl block
COC(=O)C1=CN(c2ccc(F)c(F)c2)C=C(C(=O)OC)C1c1ccc([N+](=O)[O-])cc1	-3.2	4.0	4.7	1.9	-6.8	-11.5	4.7	0.9	-0.2	i
COc1ccc(S(=O)(=O)N2CCCC(C(=O)NCc3ccc4c(c3)OCO4)C2)cc1 (stereo not drawn)	-0.9	-1.5	-15.1	-9.9	-0.5	-15.5	-10.6	-0.8	-0.3	i
COc1ccccc1-n1c(SCC(=O)NC2CCCC2)nc2cccnc21	3.6	8.4	13.9	9.1	4.6	-6.2	-2.7	-1.2	-0.2	i

Going on with the list.
SMILES	DNMT1 block	STEP inh	SKN-1 block	NRP1-CendR mod	SUMO1 PPI mod	Scp-1 inhibitor	NadD inh	LMPTP block	Tb MetRS inh	Neddyl block
CC(C)C[C@H]1CN(CCCC[C@H]2CNC(=O)C(=O)N2CCC2CCCCC2)C(=O)C(=O)N1CC1CCCCC1	x	x	14.8	-5.8	5.1	x	18.3	0.1	0.2	i
COc1ccc(NC(=O)NCc2ccncc2)c(OC)c1	-0.1	-1.9	-10.1	-6.3	1.9	-6.8	1.5	-1.5	0.2	i
S=c1nc(NCCc2ccccc2Cl)c2ccccc2[nH]1	5.4	-0.1	12.4	-2.3	-6.1	-5.7	-1.2	4.9	-0.6	i
Nc1cc(N)nc(CS)n1	0.6	2.7	-6.8	4.9	1.1	-4.1	-6.2	0.6	-0.1	i
O=C(CN1C(=O)c2ccc([N+](=O)[O-])cc2C1=O)Nc1ccccc1N1CCCC1	0.6	-0.8	20.9	-10.6	-31.8	-4.8	0.4	-0.2	-0.3	i
Cc1[nH][nH]c(=O)c1C(c1ccc2c(c1)OCO2)c1c(C)[nH][nH]c1=O	-11.5	-0.2	-12.5	-2.8	5.9	2.0	2.6	2.3	-1.1	i
COC(=O)c1ccccc1S(=O)(=O)N1CCC(C(=O)NC2CCCCC2)CC1	-0.6	-1.9	-7.4	4.9	-6.4	-15.0	-6.9	-0.8	-0.1	i
Nc1ccc(S(N)(=O)=O)cc1	-3.3	-3.6	-10.3	1.1	0.9	-1.2	-2.3	-0.4	-0.1	i
CC(C)N1CCC(=NNc2ccc(S(=O)(=O)N3CCOCC3)cc2[N+](=O)[O-])CC1	-0.7	0.0	0.0	-6.0	-21.5	-6.5	-1.3	0.1	0.3	i
CCN(CC)S(=O)(=O)c1ccc(C(=O)NCCc2ccccn2)cc1	1.2	6.9	-0.2	1.7	-0.2	-7.4	-3.3	-1.6	-0.2	i
CCN(CC)C(=O)CSc1nc2ccsc2c(=O)n1CCCC(=O)NCCc1ccc(S(N)(=O)=O)cc1	4.1	-0.8	8.8	0.9	0.8	-14.2	-6.2	-0.6	-0.4	i
O=C(OCC(=O)N(CCc1ccccc1)Cc1ccccc1)c1ccc(F)c(S(=O)(=O)N2CCOCC2)c1	-8.1	5.0	-4.2	3.3	-5.6	-5.5	-5.7	5.6	-0.1	i
CCOC(=O)c1ccc(-c2ccc(/C=N/NC(=O)CN(c3cccc(C)c3)S(C)(=O)=O)o2)cc1	57.0*	-1.5	11.6	-18.7	6.3	9.5	10.5	0.9	-0.6	x
COCCNC(=O)Cn1c(=O)n(C)c2ccccc21	19.6	-0.2	8.4	-12.0	-0.2	-15.4	-5.0	-0.1	-0.8	i
O=C(Cn1c(=O)oc2cc(S(=O)(=O)N3CCCC3)ccc21)N1CCCC1	2.9	-2.1	-2.3	2.0	3.1	-15.3	-3.6	-1.6	0.0	i
CCN1CCN(c2sc(S(=O)(=O)CC)nc2S(=O)(=O)c2ccc(C)cc2)CC1	-6.0	-1.0	-1.4	-16.5	0.3	x	-2.3	-2.5	0.5	i
Oc1cccnc1CN1CCCCC1	3.8	0.7	8.0	-6.2	-2.4	-1.0	-3.2	-1.1	-0.3	i
CC(C)(C)OC(=O)NNC1CC(=O)N(c2ccccc2F)C1=O (stereo not drawn)	-6.4	1.8	5.3	-9.2	1.7	-4.0	-1.7	-0.6	-0.6	i
CCCC1(C(=O)OC)NC(c2ccc(OC)c(OC)c2)C2C(=O)N(c3cccc(C(C)=O)c3)C(=O)C21 (stereo not drawn)	-1.1	2.4	-2.7	-18.5	-0.2	-4.5	-3.1	-0.4	-0.4	i
O=C(NC(Cc1ccccc1)c1ccc2c(c1)OCCCO2)c1ccc(F)cc1 (stereo not drawn)	-4.1	1.3	22.9	-1.5	-1.2	-6.5	-4.8	2.0	0.0	i
CCCCCCCCOC(=O)c1nc(Cl)c(Cl)c(N)c1Cl	-13.0	0.6	11.1	-10.4	-2.4	-11.6	-2.3	2.2	-0.5	i
CN(C(=O)COC(=O)CNC(=O)c1ccc(Cl)cc1Cl)c1ccccc1	-1.9	-1.9	2.7	13.0	1.2	2.2	-4.5	-0.9	0.4	i
COc1cccc(N2CC(C(=O)Nc3nnc(SCCN4CCOCC4)s3)CC2=O)c1 (stereo not drawn)	2.8	2.0	30.9	10.8	21.8	-8.3	3.8	0.7	0.2	i
O=C(OC1CCCCC1=O)c1ccc(S(=O)(=O)Nc2ccccc2)cc1 (stereo not drawn)	-2.9	-0.2	-3.0	4.1	1.5	-7.1	1.3	-0.6	-0.2	i
O=S1(=O)CCO[C@H]2Cc3ccccc3[C@H]2N1Cc1cccc(Cl)c1	1.1	-2.2	0.0	7.5	8.1	-14.5	-3.1	3.2	-0.2	i
Cn1c(-c2sccc2OCc2ccccc2)n[nH]c1=S	-1.9	15.3	20.7	4.2	1.7	11.2	15.1	-0.6	-0.1	i
Cc1cc(C(=O)Nc2ccc(F)cc2)c2ccccc2n1	-1.5	-1.3	7.7	7.9	-2.3	-3.0	-2.2	2.1	-0.5	i
Cn1c(=O)n(C)c2cc(NC(=O)CCl)ccc21	4.4	-0.4	-17.4	14.7	-0.5	-4.8	2.1	-0.6	-0.6	i
CCN(C[C@H]1N[C@@](C)(C(=O)OC)[C@H]2C(=O)N(C)C(=O)[C@@H]12)S(=O)(=O)c1ccc(C)cc1	3.0	-2.1	4.3	-4.5	2.6	-1.9	-2.6	-1.4	0.5	i
CC(=O)c1ccc(OCc2nnn(CC(=O)O)c2-c2ccccc2)cc1	-2.2	-1.2	27.5	7.4	0.4	x	-4.9	-1.7	0.2	i
CCN(CC)S(=O)(=O)c1cccc(-c2cn3cc(C)ccc3n2)c1	-6.1	6.0	12.4	-0.3	3.0	-8.3	-0.2	1.7	-0.9	+
CC1(C(=O)Nc2cccc3ccccc23)CCN1C(=O)Cc1ccccc1Cl (stereo not drawn)	-5.6	1.4	19.4	-2.3	-3.4	x	-6.9	0.8	0.0	i
COc1cccc(C(c2nnnn2Cc2ccccc2)N2CCN(C3CCCC3)CC2)c1OC (stereo not drawn)	6.5	-2.3	11.3	-7.5	0.6	-11.2	-0.4	-4.8	-0.2	i

Bioassay records (PubChem BioAssay)
